TSHR antagonist: Antagonists of the Thyroid Stimulating Hormone Receptor: HTS campaign; TSHR-expressing cells, TSH-stimulated cAMP HTRF, 2 h; active compounds read low; Thyrotropin receptor (Homo sapiens), P16473; activity change, negative = inhibition, % at 11.5 µM; AID 504810, 2011; hit rate 0.2% among 330,000;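 active means activity change below a set negative limit, meaning inhibition stronger than a set level, cut at about -70% in these data; inconclusive means activity change between two set negative limits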; further: on the % scale 0 is the no-effect control and ±100 the full control effect
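TSHR-expressing cells, 200/well, pre-treated with compound, then stimulated with EC80 TSH (4nM final) for 2 hours at 37 deg C. cAMP measured by competitive HTRF: anti-cAMP cryptate antibody in lysis buffer plus cAMP-d2, read after 30 minutes at room temperature.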
AT treatment: qHTS Assay for Identifying a Potential Treatment of Ataxia-Telangiectasia; AID 485349, 2010; Potency, µM (top dose mostly 57.5 µM), for inactives: at the top dose activation, most hits filed as activators; […] A-T fibroblasts, KAP-1 phosphorylation AlphaLISA; neocarzinostatin DNA damage 30 min before lysis; hit rate 0.19% among 320,000; further: potency means the concentration at half of the fitted maximal effect; % of control where 0% means no effect; nearly all actives have a fitted effect of over 45% in size
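hTERT-immortalized A-T patient fibroblasts ([…]), 500 cells/well in OPTI-MEM, 1% FBS, got compounds for 60 min, then NCS for 30 min at 37C. Lysates were then assayed for phospho-KAP-1 by AlphaLISA (anti-pKAP1 donor, anti-KAP1 acceptor beads), 6 hr at 25C.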
TSG101-PTAP inh: qHTS Assay for Iinhibitors of HIV-1 Budding by Blocking the Interaction of PTAP/TSG101. Tumor susceptibility gene 101 protein (Homo sapiens), Q99816. Fluorescence polarization, FITC-PTAP peptide / Tsg101 binding. Potency, µM (series often up to 115 µM), for the others: top-dose activity change, negative = inhibition, usual class: inhibitors. 340,000 tested, under 10 active. AID 493005, 2010; active means well fitted inhibition curve with a large enough effect in the main read-out, with a control signal flat, not every such curve was filed as active; inconclusive means small, poorly fitted or top-dose-only effect, or effect the other way, or a change in a side signal; inactive means no such curve, though single readings can be large or run the other way; further: potency means the concentration at half of the fitted maximal effect; % of control where 0% means no effect
Target sequence (Q99816 whole entry, looked up): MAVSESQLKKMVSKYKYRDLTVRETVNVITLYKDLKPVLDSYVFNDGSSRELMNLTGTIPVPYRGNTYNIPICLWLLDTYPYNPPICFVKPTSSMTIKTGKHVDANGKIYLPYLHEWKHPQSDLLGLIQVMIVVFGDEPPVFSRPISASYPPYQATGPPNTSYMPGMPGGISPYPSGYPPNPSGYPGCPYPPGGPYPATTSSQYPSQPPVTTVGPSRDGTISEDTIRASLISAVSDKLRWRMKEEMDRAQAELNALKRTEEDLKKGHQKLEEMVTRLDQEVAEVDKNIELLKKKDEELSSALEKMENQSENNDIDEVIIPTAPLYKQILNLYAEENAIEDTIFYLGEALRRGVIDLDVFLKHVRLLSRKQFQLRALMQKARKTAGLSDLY
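Tsg101 binding domain (10 uM final) was mixed with compound and a FITC-labeled PTAP peptide (50 nM final) in HEPES pH 7.5 buffer with NaCl, Tween 20, EDTA and TCEP; fluorescence polarization was read after 20 min at r.t.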
MBNL1 CUG block: qHTS Assay for Inhibitors of MBNL1-poly(CUG) RNA binding; AID 2675, 2010; hit rate 0.036% among 280,000; Muscleblind-like protein 1 (Homo sapiens), Q9NR56; TR-FRET MBNL1-His/biotin-(CUG)12 binding, 665/545 ratio; Potency, µM (top dose mostly 57.5 µM), for inactives: at the highest dose activity change, negative = inhibition, hits mostly inhibitors; active means well fitted inhibition curve with a large enough effect in the signal ratio, with a control signal flat, not every such curve was filed as active; inconclusive means small, poorly fitted or top-dose-only effect, or effect the other way, or a change in a side signal; inactive means no such curve, though single readings can be large or run the other way; the % refers to the signal ratio; further: potency means the concentration at half of the fitted maximal effect; on the % scale 0 is the no-effect control and ±100 the full control effect
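Compound titration spanned 92 nM–58 uM against the MBNL1-His/biotin-(CUG)12 complex. After 60 min at room temperature with 5 nM streptavidin-XL665 and 0.055 ng/ul terbium anti-His, ratiometric 665/545 nm emission (Ex 340 nm) normalized to controls.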
Menin-MLL TR inh: qHTS Assay for Inhibitors Targeting the Menin-MLL Interaction in MLL Related Leukemias: Competition With Texas Red Labeled MLL-derived Mutant Peptide; Potency, µM (top dose mostly 61.6 µM), without a hit: top-dose FP activity change, negative = inhibition, hits mostly inhibitors; Menin + Texas Red MLL mutant peptide, fluorescence polarization; AID 1768, 2009; O00255; hit rate 0.23% among 270,000; active means well fitted inhibition curve with a large enough effect in the polarisation, with a control signal flat, not every such curve was filed as active; inconclusive means small, poorly fitted or top-dose-only effect, or effect the other way, or a change in a side signal; inactive means no such curve, though single readings can be large or run the other way; the % refers to the polarisation; further: potency means the concentration at half of the fitted maximal effect; % of control where 0% means no effect; many of its hits are not listed in these tables
Target sequence (O00255 whole entry, looked up): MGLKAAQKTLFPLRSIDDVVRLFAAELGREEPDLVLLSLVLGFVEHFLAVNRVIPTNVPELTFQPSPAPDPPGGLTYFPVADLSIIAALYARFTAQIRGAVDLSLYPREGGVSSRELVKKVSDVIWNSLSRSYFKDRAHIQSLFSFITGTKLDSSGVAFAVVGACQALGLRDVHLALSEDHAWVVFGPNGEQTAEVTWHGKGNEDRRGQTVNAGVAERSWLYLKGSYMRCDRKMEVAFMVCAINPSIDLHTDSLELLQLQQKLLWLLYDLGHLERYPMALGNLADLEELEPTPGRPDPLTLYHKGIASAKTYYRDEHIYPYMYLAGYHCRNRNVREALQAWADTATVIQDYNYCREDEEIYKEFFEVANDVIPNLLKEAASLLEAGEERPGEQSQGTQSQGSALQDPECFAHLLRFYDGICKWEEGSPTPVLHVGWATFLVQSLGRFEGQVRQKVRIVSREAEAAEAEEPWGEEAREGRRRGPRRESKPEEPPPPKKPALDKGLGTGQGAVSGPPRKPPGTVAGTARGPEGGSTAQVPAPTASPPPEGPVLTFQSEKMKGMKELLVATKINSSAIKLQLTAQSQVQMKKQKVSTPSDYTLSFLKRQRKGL
TCR act: Activators of T cell receptors: qHTS campaign. Potency, µM (doses to about 9.22 µM), for the others: at the highest dose activation of IL-2 secretion, hits mostly activators. 330,000 tested, under 10 active. AID 504894, 2011. primary human leukocytes, anti-CD3, IL-2 HTRF, 48 h; further: % of control where 0% means no effect
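HTRF read-out of IL-2 secretion: europium cryptate donor excited at 320nm, d2 acceptor emission at 665nm. Cells were primary human leukocytes incubated 48 hr with compounds and a-CD3 beads, supplying TCR signal only.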
Mito fusion act: qHTS Assay for Small Molecule Inhibitors of Mitochondrial Division or Activators of Mitochondrial Fusion. Potency, µM (doses to about 46.1 µM), for the others: at the top dose growth rescue (activation), hits mostly activators. hit rate 0.23% among 320,000. S. cerevisiae fusion-defective mutant growth rescue, CellTiterGlo 48 h;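 further: potency means the concentration at half of the fitted maximal effect; % of control where 0% means no effect; nearly all actives have a fitted effect of over 45% in size; temperature-sensitive fusion mutants such as fzo1-1 at 37 °C on non-fermentable ethanol glycerol medium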
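S. cerevisiae fusion-defective temperature-sensitive mutants (e.g. fzo1-1, mgm1-5) grown 48 h at 37C in YPEG (ethanol/glycerol non-fermentable) medium with 23 nl compound per well; growth rescue read as CellTiterGlo luminescence.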
CXXC DNA block: qHTS Fluorescence Polarization Assay for Inhibitors of MLL CXXC domain - DNA interaction; Histone-lysine N-methyltransferase 2A (Homo sapiens), Q03164; MLL-CXXC / FITC-HOXA9 DNA fluorescence polarization; Potency, µM (doses to about 115 µM), inactives show at the top dose activity change, negative = inhibition, actives largely listed as inhibitors; hit rate 0.037% among 290,000; active means well fitted inhibition curve with a large enough effect in the polarisation, with a control signal flat, not every such curve was filed as active; inconclusive means small, poorly fitted or top-dose-only effect, or effect the other way, or a change in a side signal; inactive means no such curve, though single readings can be large or run the other way; the % refers to the polarisation; further: potency means the concentration at half of the fitted maximal effect
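Purified MLL-CXXC (added from a 7 uM solution) was preincubated 5 min at ambient with pinned compounds in 50 mM Tris-HCl pH 7.5, 50 mM NaCl, 1 mM DTT, 0.05% BSA. Fluorescein-labeled HOX-A9 DNA (50 nM solution) followed, 30 min, then polarization read.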
S-ASM inh: Inhibitors of Secretory Acid Sphingomyelinase (S-ASM): qHTS | placental ASM, HMU-PC fluorogenic substrate, 60 min | Potency, µM (series often up to 57.5 µM), for the others: at the top dose activity change, negative = inhibition, hits mostly inhibitors | hit rate 0.006% among 340,000; further: potency means the concentration at half of the fitted maximal effect
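Human placenta-derived ASM enzyme was preincubated with compound for 10 minutes at room temperature, then given fluorogenic substrate HMU-PC0 (9 uM final) for 60 minutes at 37 °C; a pH 10 stop preceded fluorescence reading at Ex 386/Em 447 nm.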
a7 integrin act: qHTS for Activators of Integrin-Mediated Alleviation for Muscular Dystrophy | Potency, µM (titrated, usually from 38.3 µM), for the others: at the highest dose activation, most hits filed as activators | alpha7betagal myoblasts, beta-gal FDG fluorescence, 48 h | hit rate 0.064% among 350,000;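 further: potency means the concentration at half of the fitted maximal effect; 100% = response of the positive control SU9516; nearly all actives have a fitted effect of over 60% in size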
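alpha7betagal+/- myoblasts (passage 13, 250/well) treated 48 h at 37C with compounds at 1:260 dilution of DMSO stock. Lysed, then beta-galactosidase activity read as FDG fluorescence (ex 480/em 540) after 30 min, with pre-read for autofluorescence.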
Starred values were filed as active, the others as inactive; ? = inconclusive; / = no result given; [ ] = remark or other dose. Unless noted, the call rests on the fitted dose curve; in most records, active means well fitted curve in the direction sought with a large enough effect; inconclusive means small, poorly fitted or top-dose-only effect, or another doubt; inactive means no such curve, though single readings can be large; an effect the other way counts as inactive or inconclusive.

SMILES | TSHR antagonist | AT treatment | TSG101-PTAP inh | MBNL1 CUG block | Menin-MLL TR inh | TCR act | Mito fusion act | CXXC DNA block | S-ASM inh | a7 integrin act
COc1cc(CC(=O)N/N=C/c2ccc([N+](=O)[O-])cc2)c([N+](=O)[O-])cc1OC | -3 | 3% | 2% | ? | 8% | 4%[46.1 µM] | -9% | 22% | -5% | 35%
CC(=C\c1ccco1)/C=C1/SC(=S)N(CC(=O)O)C1=O | 10 | 19% | 0% | 3% | / | -9% | 5% | 12% | -2% | 1%
C=CCn1c(=O)/c(=C2/Sc3ccccc3N2CC)s/c1=C1/C(=O)NN=C1C | 2 | 2% | / | 16% | ? | / | -3% | 51%[activator] | / | /
CC(C)N1CCc2c(sc(NC(=O)C3CCCCC3)c2C(N)=O)C1 | -1 | 9% | -3% | 0% | -15% | -2% | -10% | / | 55%[activator] | -24%
Nc1nc(SCC(=O)c2ccc(Oc3ccccc3)cc2)n[nH]1 | -5 | -12% | -2% | -7% | 3% | 1% | 4% | -1% | 0% | -28%
COc1ccc(NC(=O)COC(=O)CNC(=O)C2CCCCC2)cc1 | -7 | -9% | 0% | -1% | 0% | 3% | 1% | -4% | 0% | 6%
CC(=O)OCC(=O)C1(O)CCC2C3CC(F)C4=CC(=O)CCC4(C)C3C(=O)CC21C (configuration not stated) | / | / | -7% | / | / | -10% | / | / | 0% | -23%
Cc1ccc(CNC(=O)[C@]2(C)CCC[C@@]3(C)C4CC[C@@]5(C)C[C@]4(CCC32)CC5=O)cc1 (some centres not stated) | -32 | 13% | -7% | / | / | 2% | / | / | -7% | -15%
CC(C)c1ccc(OCC(=O)N2CCN(c3ccccn3)CC2)c(Br)c1 | -13 | 5% | / | -3% | ? | 0% | 2% | 8% | -4% | -5%
CN(C)CCCNC(NC(=O)/C=C/c1ccccc1)C(Cl)(Cl)Cl (configuration not stated) | 1 | 0% | -1% | / | / | 0% | -2% | 2% | 12% | -37%
C/C(=C\c1ccco1)CN1CCN(Cc2ccc(C)o2)C(CCO)C1 (configuration not stated) | -7 | -1% | -2% | 0% | -6% | 1% | 3% | 11% | 5% | -34%
COc1ccc(-c2c(-c3ccccc3OC)oc3ccccc23)cn1 | 47 | 15% | / | / | / | 13% | 10% | / | -8% | -7%
O=C(CC1C(=O)NCCN1Cc1ccc(F)c(F)c1)NCCCn1ccnc1 (configuration not stated) | -3 | 2% | -4% | 0% | 1% | 5% | -1% | -4% | 6% | 13%
O=C(COC(=O)c1ccc(F)cc1)Nc1nc2ccc([N+](=O)[O-])cc2s1 | -9 | 3% | -1% | 14% | ? | -2% | 2% | 2% | -2% | 4%
COc1ccccc1NC(=O)/C(=C/c1ccncc1)NC(=O)c1ccccc1 | -4 | -5% | -3% | -1% | 0% | -2% | 0% | -11% | 2% | -2%
O=C(Nc1ccc(O)cc1)c1ccc2c(c1)C(=O)N(Cc1cccnc1)C2=O | -1 | 2% | -7% | ? | -3% | -1% | 1% | 3% | 1% | -1%
O=C(NNC(=O)c1cc(-c2ccccc2Cl)nc2ccccc12)c1csc(N2CCOCC2)n1 | 0 | -7% | 1% | / | / | 5% | -9% | / | -4% | -16%
CC(C)Cc1nnc(NC(=O)CSc2nc(=O)cc(N)n2-c2ccccc2)s1 | -1 | -2% | -1% | -6% | 1% | 4% | -5% | -11% | 0% | 3%
O=C(Nc1ccc(S(=O)(=O)N2CCOCC2)cc1)c1cc(-c2ccccc2O)n[nH]1 | -9 | -9% | -4% | -6% | / | 2% | 2% | 6% | -3% | 30%
O=C(CSc1n[nH]c(-c2ccc(S(=O)(=O)NC3CCCCC3)cc2)n1)N1CCCC1 | -16 | -9% | -11% | 2% | 0% | 1% | 3% | -10% | -1% | -21%
O=C1NC2(CCCCCC2)N=C1c1ccc(Br)cc1 | 6 | 2% | -2% | 4% | -12% | -8% | -8% | -6% | -5% | 28%
O=C(O)CNC(=O)C1(N2C(=O)c3ccccc3C2=O)CCCC1 | / | / | 0% | / | / | 3% | / | / | -1% | -17%
C/C(CC(=O)Nc1cc(Cl)ccc1Cl)=N\NC(=O)c1ccco1 | -20 | 4% | 0% | 2% | -5% | -6% | -4% | -11% | -5% | -10%
CCN1CCN(c2ccc([N+](=O)[O-])cc2C(=O)c2ccc(Cl)cc2)CC1 | 22 | -13% | -1% | ? | -21% | 1% | -2% | -2% | -11% | -35%
CCCNC(=O)c1ccccc1NC(=O)COc1cccc2c1OC(C)(C)C2 | -12 | 1% | -5% | / | / | -1% | 6% | / | 4% | 31%
CCn1cc(S(=O)(=O)CC(=O)Nc2cccc(C)c2)c2ccccc21 | -5 | 3% | 0% | -3% | / | -2% | 1% | 7% | -3% | 0%
CCOC(=O)c1c(C)[nH]c(C(=O)OCC(=O)c2c(N)n(C)c(=O)n(C)c2=O)c1C | 15 | 2% | / | -1% | -9% | / | 2% | 21% | / | /
O=C(Nc1ccc([N+](=O)[O-])cn1)C1CCCCC1 | 9 | 1% | 0% | ? | 1% | -1%[46.1 µM] | 9% | -3% | -5% | -15%
CC(=O)Nc1ccc(N=c2cc([N+](=O)[O-])cc(Cl)n2O)cc1 | 6 | -31% | -2% | ? | 29% | -1% | -18% | 5% | -3% | -62%[inhibitor]
CN(C)CCNCc1ccc(OC2CCCC2)cc1 | 0 | -1% | / | 1% | -13% | / | -2% | 15% | 4% | -19%

Compound profiles, as listed above. Order of values: TSHR antagonist	AT treatment	TSG101-PTAP inh	MBNL1 CUG block	Menin-MLL TR inh	TCR act	Mito fusion act	CXXC DNA block	S-ASM inh	a7 integrin act
C/C(CC(=O)Nc1cc(Cl)ccc1Cl)=N\NC(=O)c1ccco1 is listed with -20	4%	0%	2%	-5%	-6%	-4%	-11%	-5%	-10%
CCN1CCN(c2ccc([N+](=O)[O-])cc2C(=O)c2ccc(Cl)cc2)CC1 is listed with 22	-13%	-1%	?	-21%	1%	-2%	-2%	-11%	-35%

Further results
SMILES | TSHR antagonist | AT treatment | TSG101-PTAP inh | MBNL1 CUG block | Menin-MLL TR inh | TCR act | Mito fusion act | CXXC DNA block | S-ASM inh | a7 integrin act
O=C(CSc1ncccn1)Nc1ccc2c(c1)OCO2 | 10 | 7% | -2% | / | / | 2% | / | / | -4% | -2%
Cc1ccn(Cc2n[nH]c(=S)n2Cc2ccccc2)n1 | 9 | -1% | -2% | -1% | 1% | 0% | 2% | 5% | 7% | 0%
COc1ccc(N2CCN(C(=O)CCc3ccc(S(=O)(=O)NCC(C)C)cc3)CC2)cc1 | -13 | 3% | 0% | -6% | -42% | -2%[46.1 µM] | 2% | -4% | -3% | 18%
COc1ccc(N(CC(=O)NCc2ccccc2Cl)S(=O)(=O)c2c(C)noc2C)cc1 | -6 | -3% | -3% | -3% | 0% | -1% | 6% | -6% | -1% | 20%
O=C(Cn1c(=O)n(Cc2ccccc2)c(=O)c2ccccc21)NCc1ccco1 | 5 | / | 0% | -7% | -2% | 6% | -4% | 0% | 0% | -14%
CCn1c(O)c2ccc(C(=O)N=NC(=O)c3ccccc3)cc2c1O | 10 | -1% | 0% | ? | -7% | 2% | 1% | ? | / | 29%
O=C(C1CCN(S(=O)(=O)c2cnc[nH]2)CC1)N1CCc2ccccc2C1 | 1 | -8% | 2% | 5% | 18% | 0% | 2% | -2% | 0% | 21%
COc1cccc(CNC(=O)Cc2ccc(Br)cc2)c1 | 18 | 3% | -3% | -18% | 9% | 2%[46.1 µM] | -2% | 4% | 1% | 20%

Not all compounds are listed; rates above refer to the full screens.
